High-throughput results (PubChem)
SMARCA2 activ: SMARCA2 function activation, primary screen; MG213 cells, MMTV-luciferase reporter, dexamethasone, overnight; activation, % at 9.1 µM; 370,000 compounds, 1% hits; AID 652017; in the data active means activation above about 7.8%;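 further: 0% = vehicle wells and 100% = reference activator wells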
DAX1 inh-1: DAX1 (NR0B1) inhibition, primary screen | HEK293T StAR-luciferase reporter, SF-1/DAX-1 repression relief | inhibition, % at 6.8 µM | 370,000 compounds, 1.1% hits | AID 652010;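 active means inhibition above the mean over all tested compounds plus 3 SD, cut at about 3.6% in these data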;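 further: 0% = DAX-1 cells with DMSO and 100% = cells lacking DAX-1 with DMSO; higher inhibition means more luminescence from relief of DAX-1 repression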
PLC-gamma1 inh: blocks human PLC-gamma1 enzyme activity; P19174; inhibition, % at 12.2 µM; AID 720700; 370,000 compounds, 0.84% hits; purified PLC-gamma1, fluorogenic substrate, fluorescence; in the data active means inhibition above about 9.5%
ssDAF12 agonist: S. stercoralis DAF-12 activation, primary screen; HEK293 ssDAF-12/GRIP1 lit1-tk-luc reporter, luminescence; % of 3 µM dafachronic acid response; AID 652126; activation, % at 6.8 µM; 370,000 compounds, 1% hits;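 active means activation above the mean over all tested compounds plus 3 SD, cut at about 0.9% in these data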;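 further: 0% = DMSO-only wells and 100% = 3 µM delta7-dafachronic acid wells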
hgDAF12 agonist: hgDAF-12 agonism, primary luciferase screen | HEK293 GAL4-hgDAF12 UAS-luciferase reporter, agonist luminescence; normalized to butyrate control | activation, % at 6.8 µM | 370,000 compounds, 1.8% hits | AID 687014;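 active means activation above a cutoff set at the mean of all screened compounds plus 3 SD, cut at about 10% in these data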;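 further: 0% = DMSO wells and 100% = sodium butyrate wells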
NR1D1 modulator: Rev-erb alpha (human) modulation; AID 1259318; 370,000 compounds, 0.79% hits; activity, % at 10 µM; P20393; Rev-erbα–FITC-DNA binding, fluorescence polarization, 90 min;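 active means activity above about 14%, limit read from the data; passing the limit was not always enough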;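 further: 0% = DMSO wells with 35 nM protein and 100% = DMSO wells with 750 nM protein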
DAX1 inh-2: inhibits human nuclear receptor DAX1; inhibition, % at 6.75 µM; AID 504766; P51843; 340,000 compounds, 0.99% hits; HEK293 Gal4-DAX1 luciferase reporter, luminescence;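 active means inhibition above the mean over all tested compounds plus 3 SD, cut at about 4.2% in these data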;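 further: 0% = DAX1-transfected cells with DMSO and 100% = empty-vector control cells with DMSO; inhibition shows as a rise in luminescence from relieved DAX1 repression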
Target sequence (P51843 207-470 limits assumed): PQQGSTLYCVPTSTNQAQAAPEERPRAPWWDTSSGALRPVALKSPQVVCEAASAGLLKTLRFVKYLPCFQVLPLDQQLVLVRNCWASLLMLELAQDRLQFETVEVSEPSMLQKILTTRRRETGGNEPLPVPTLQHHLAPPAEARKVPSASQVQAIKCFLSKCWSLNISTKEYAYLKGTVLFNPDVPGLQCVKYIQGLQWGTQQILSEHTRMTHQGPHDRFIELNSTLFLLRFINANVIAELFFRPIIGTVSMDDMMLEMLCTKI
MBD2 DNA inh: MBD2-methylated oligo binding inhibition; Q9UBB5; TR-FRET, MBD2 binding to methylated oligonucleotide; inhibition, % at 4.4 µM; 370,000 compounds, 0.31% hits; AID 686964; in the data active means inhibition above about 13%
Target sequence (Q9UBB5 whole entry, looked up): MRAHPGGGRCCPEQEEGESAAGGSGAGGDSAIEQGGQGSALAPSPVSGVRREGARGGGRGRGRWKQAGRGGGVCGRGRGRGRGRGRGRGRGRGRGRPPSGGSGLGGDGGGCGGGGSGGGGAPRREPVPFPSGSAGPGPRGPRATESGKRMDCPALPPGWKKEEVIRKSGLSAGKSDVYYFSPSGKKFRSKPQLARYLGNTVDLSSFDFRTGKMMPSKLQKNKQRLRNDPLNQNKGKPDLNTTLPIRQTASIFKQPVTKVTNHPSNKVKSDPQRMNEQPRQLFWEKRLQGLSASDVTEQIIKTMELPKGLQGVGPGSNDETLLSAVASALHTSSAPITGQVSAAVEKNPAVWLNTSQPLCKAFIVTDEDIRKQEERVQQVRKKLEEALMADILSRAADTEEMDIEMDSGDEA
ADAM17 inh: ADAM17 inhibition, QFRET primary screen | inhibition, % at 6.95 µM | 370,000 compounds, 0.83% hits | recombinant ADAM17, EDANS/DABCYL FRET peptide cleavage | P78536 | AID 720648;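 active means inhibition above the mean of compounds lying between control limits plus 3 SD, set per campaign, cut at about 8.5% in these data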;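 further: 0% = DMSO-only wells as the low control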
PLCb3 inh: PLC-beta3 (human) inhibition, primary screen. Q01970. Purified PLC-beta3, fluorogenic substrate, fluorescence. inhibition, % at 12.2 µM. 370,000 compounds, 0.18% hits. AID 720704; in the data active means inhibition above about 11%;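 further: 0% = median of compound wells on plate and 100% = full blocker control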
hcDAF-12 act: H. contortus DAF-12 activation, primary screen; 370,000 compounds, 1.4% hits; AID 652067; activation, % at 6.8 µM; HEK293 hcDAF-12 lit1-tk-luc reporter, luminescence; 0% DMSO, 100% Δ7-dafachronic acid;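 active means activation above the mean of all tested compounds plus 3 SD, cut at about 5.5% in these data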;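 further: 100% = response to 3 µM Δ7-dafachronic acid high control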
The depositor's hits bear a star; x = no result given. Some of the compounds tested; the hit share may differ from the screen's.

1	O=C(CCC(=O)N1C[C@H]2C[C@@H](C1)c1cccc(=O)n1C2)NCc1cccc(C(F)(F)F)c1
2	O=C(COc1ccccc1)N1CCN(C/C=C/c2ccccc2)CC1
3	COc1ccccc1OCC(=O)N1CCCC(N(C)Cc2ccccc2)C1 (stereo not drawn)
4	COCCn1cc(C(=O)N2CCC3(CC2)OCCO3)c2c3ccccc3n(C)c2c1=O
5	O=C(COc1ccc2ccccc2c1)N1CCN(Cc2c[nH]c3ccccc23)CC1

compound no.	1	2	3	4	5
PLCb3 inh	3.6	-3.9	-2.2	-24.2	-4.7
MBD2 DNA inh	-2.5	4.3	4.0	0.7	-2.4
DAX1 inh-2	2.6	1.2	0.5	1.2	-1.4
NR1D1 modulator	-6.2	-1.9	5.0	0.1	6.4
hgDAF12 agonist	0.6	-1.8	-3.6	3.0	-0.2
hcDAF-12 act	-0.8	-0.8	0.3	-0.8	2.5
ADAM17 inh	-1.5	-4.1	-3.4	-143.7	8.7*
DAX1 inh-1	1.0	-0.6	1.1	-0.4	-1.4
SMARCA2 activ	1.3	1.0	-1.1	-1.3	-3.5
PLC-gamma1 inh	2.2	-4.7	3.9	-20.4	3.3
ssDAF12 agonist	-1.3	-0.6	-0.5	-1.4	-0.2

6	O=C(NC(=S)N1C[C@H]2C[C@H](C1)c1cccc(=O)n1C2)c1ccc(F)cc1
7	Cc1cccc(N2C(=O)NC(=O)/C(=C\c3ccc(N4CCOCC4)cc3)C2=O)c1
8	O=C(CCN1CCCCC1)NCC(=O)Nc1ccc(Br)cc1C(=O)c1ccccc1
9	C#CCN1C(=O)C2(C(C#N)=C(N)OC(C)=C2C(=O)OCc2ccccc2)c2ccccc21 (stereo not drawn)
10	O=C(OCCN1CCOCC1)C1(c2ccccc2)CCCC1

compound no.	6	7	8	9	10
PLCb3 inh	5.4	-13.3	2.8	2.0	-1.9
MBD2 DNA inh	-3.9	5.6	1.7	-8.1	1.3
DAX1 inh-2	0.5	0.7	-0.7	1.9	-1.1
NR1D1 modulator	-4.6	-1.3	3.2	1.4	-1.9
hgDAF12 agonist	1.1	0.3	-0.4	1.9	3.4
hcDAF-12 act	1.0	-1.1	-0.6	-0.1	-0.1
ADAM17 inh	2.1	-1.7	-1.2	8.5	-4.1
DAX1 inh-1	0.1	0.7	1.0	-0.6	0.1
SMARCA2 activ	0.5	3.4	-0.4	-4.7	-0.7
PLC-gamma1 inh	3.1	-6.0	3.8	8.0	2.0
ssDAF12 agonist	-0.4	-1.3	-1.1	-1.2	-0.6

11	C=CCn1c(O)c(N=Nc2c(C)n(C)n(-c3ccccc3)c2=O)c(=O)[nH]c1=S
12	O=C(O)C1(c2ccc(Cl)cc2)CCC1
13	CCOC(=O)[C@]12Cc3cc(Cl)ccc3[C@H]1N(C1CCCCC1)C(=O)c1cc(OC)ccc12
14	COC(=O)C1C(OC(=O)c2ccccc2)CC2CCC1[N+]2(C)C (stereo not drawn)
15	COC(=O)C1=C(c2ccc(F)cc2F)C[C@@H]2CC[C@H]1N2C(=O)NCCOc1ccccc1

compound no.	11	12	13	14	15
PLCb3 inh	2.0	1.5	-0.6	2.4	-2.4
MBD2 DNA inh	1.4	-1.1	2.1	-1.7	1.1
DAX1 inh-2	0.1	2.7	x	x	0.0
NR1D1 modulator	1.2	-2.1	1.4	12.6	-0.3
hgDAF12 agonist	0.6	0.3	-17.0	0.8	-1.9
hcDAF-12 act	-0.3	-1.1	-4.8	0.7	-3.0
ADAM17 inh	0.9	-0.5	-3.6	-1.4	0.6
DAX1 inh-1	0.4	0.6	-6.5	-0.1	0.0
SMARCA2 activ	-2.7	-0.7	-10.2	2.5	0.0
PLC-gamma1 inh	2.8	0.2	1.4	1.9	-3.0
ssDAF12 agonist	-1.2	-0.8	-2.4	-1.4	-1.7

16	CCn1cc(C(=O)NCc2ccccc2)c2ccccc21
17	CCSC1=NN1c1cc(C)nc(N)n1
18	O=C(CF)NC(NC(=S)Nc1cccc([N+](=O)[O-])c1)C(Cl)(Cl)Cl (stereo not drawn)
19	CCC(=NCc1ccco1)c1c(O)n(Cc2ccccc2)c(=O)[nH]c1=O
20	CN1CCC2(CC1)N=C(c1ccc(F)cc1)C(=S)N2

compound no.	16	17	18	19	20
PLCb3 inh	-7.3	-4.6	2.0	11.8*	5.8
MBD2 DNA inh	-5.7	6.2	-6.8	5.1	0.0
DAX1 inh-2	-0.4	4.0	-0.8	-0.6	-2.0
NR1D1 modulator	1.1	-3.7	1.2	0.6	-1.1
hgDAF12 agonist	4.3	-0.4	-1.0	2.0	-2.1
hcDAF-12 act	1.1	0.1	-2.2	-0.6	1.7
ADAM17 inh	2.1	-3.5	0.5	0.6	2.0
DAX1 inh-1	-0.2	0.2	-0.3	-0.2	0.6
SMARCA2 activ	-2.2	-4.8	-2.9	-2.1	3.4
PLC-gamma1 inh	-0.4	3.6	3.3	-1.0	-0.6
ssDAF12 agonist	-1.3	-0.9	-1.2	-1.0	-1.2

21	COc1ccc(N2CCN(C(CNC(=O)Oc3ccccc3)c3cccnc3)CC2)cc1 (stereo not drawn)
22	CCCCCn1c(=O)c(C(=O)NCc2ccncc2)c(O)c2ccccc21
23	CCN(C)C(C)Cc1cccc(C(F)(F)F)c1 (stereo not drawn)
24	CCCCCCN=C(CC)c1c(O)n(CCCC)c(=O)[nH]c1=O

compound no.	21	22	23	24
PLCb3 inh	0.7	-2.0	4.4	3.2
MBD2 DNA inh	-0.2	-0.8	-1.1	0.4
DAX1 inh-2	-1.3	0.1	x	-0.1
NR1D1 modulator	-1.6	-0.8	-7.7	-6.3
hgDAF12 agonist	-2.6	-1.3	0.0	-1.5
hcDAF-12 act	-0.8	-1.5	-0.2	-2.1
ADAM17 inh	-1.3	-1.7	2.2	0.0
DAX1 inh-1	0.5	0.1	0.6	-1.3
SMARCA2 activ	3.4	-1.2	-6.0	-2.8
PLC-gamma1 inh	-1.8	-1.2	3.9	0.2
ssDAF12 agonist	-1.9	-0.8	-1.2	-1.5

Structural class, those above with sulfur
6	O=C(NC(=S)N1C[C@H]2C[C@H](C1)c1cccc(=O)n1C2)c1ccc(F)cc1
11	C=CCn1c(O)c(N=Nc2c(C)n(C)n(-c3ccccc3)c2=O)c(=O)[nH]c1=S
17	CCSC1=NN1c1cc(C)nc(N)n1
18	O=C(CF)NC(NC(=S)Nc1cccc([N+](=O)[O-])c1)C(Cl)(Cl)Cl (stereo not drawn)
20	CN1CCC2(CC1)N=C(c1ccc(F)cc1)C(=S)N2

compound no.	6	11	17	18	20
PLCb3 inh	5.4	2.0	-4.6	2.0	5.8
MBD2 DNA inh	-3.9	1.4	6.2	-6.8	0.0
DAX1 inh-2	0.5	0.1	4.0	-0.8	-2.0
NR1D1 modulator	-4.6	1.2	-3.7	1.2	-1.1
hgDAF12 agonist	1.1	0.6	-0.4	-1.0	-2.1
hcDAF-12 act	1.0	-0.3	0.1	-2.2	1.7
ADAM17 inh	2.1	0.9	-3.5	0.5	2.0
DAX1 inh-1	0.1	0.4	0.2	-0.3	0.6
SMARCA2 activ	0.5	-2.7	-4.8	-2.9	3.4
PLC-gamma1 inh	3.1	2.8	3.6	3.3	-0.6
ssDAF12 agonist	-0.4	-1.2	-0.9	-1.2	-1.2
